Screening results deposited in PubChem by National Center for Advancing Translational Sciences (NCATS).
ALDH1A1 block: inhibitors of human aldehyde dehydrogenase 1A1 | AID 1030 | Potency, µM (highest dose often 75.3 µM), without a hit: at the top dose activity, negative = inhibition, actives largely listed as inhibitors | P00352 | Purified ALDH1A1, NADH fluorescence, propionaldehyde substrate | actives 7.3% (n = 220,000); active means well fitted inhibition curve with a large enough effect, not every such curve was filed as active; inconclusive means small, poorly fitted or top-dose-only effect, or another doubt; inactive means no such curve, though single readings can be large or run the other way;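 further: plate controls were no enzyme wells and a reference inhibitor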
Target sequence (P00352 whole entry, looked up): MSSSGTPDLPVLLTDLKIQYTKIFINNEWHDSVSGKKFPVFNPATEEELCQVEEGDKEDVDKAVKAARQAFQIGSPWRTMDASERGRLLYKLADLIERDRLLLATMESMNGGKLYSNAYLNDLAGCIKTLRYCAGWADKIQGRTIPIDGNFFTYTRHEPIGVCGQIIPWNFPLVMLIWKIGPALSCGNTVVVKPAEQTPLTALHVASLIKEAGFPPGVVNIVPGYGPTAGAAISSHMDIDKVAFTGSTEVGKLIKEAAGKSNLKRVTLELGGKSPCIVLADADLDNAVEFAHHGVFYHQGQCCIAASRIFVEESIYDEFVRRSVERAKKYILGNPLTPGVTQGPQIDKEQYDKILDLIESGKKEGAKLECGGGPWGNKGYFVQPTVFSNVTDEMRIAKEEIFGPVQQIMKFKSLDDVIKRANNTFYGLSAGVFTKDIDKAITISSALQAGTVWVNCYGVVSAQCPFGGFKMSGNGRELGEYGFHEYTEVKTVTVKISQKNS
SMN2 splice enh: SMN2 splice variant enhancement. HEK293 SMN2-luciferase splicing reporter, luminescence, 30-36 h. Potency, µM (series often up to 46.1 µM), inactives show at the highest dose activity change, positive = activation, most hits filed as activators. actives 2.8% (n = 210,000); further: % of control where 0% means no effect; nearly all actives have a fitted effect of over 55% in size
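HEK293 cells carry an SMN2 […]–luciferase reporter in which exon 7 inclusion puts luciferase in frame. Cells were plated 10-12 h before compound addition, then incubated 30-36 h at 37C. ONE-Glo luminescence was read; sodium butyrate at 4.5 mM final served as control.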
KDM4E inh: blocks human JMJD2E demethylase activity. B2RXH2. JMJD2E catalytic domain, FDH-coupled NADH fluorescence (FDH is formaldehyde dehydrogenase). Potency, µM (doses to about 57.1 µM), inactives show top-dose activity change, negative = inhibition, usual class: inhibitors. actives 1.6% (n = 230,000). AID 2147; active means well fitted inhibition curve with a large enough effect, not every such curve was filed as active; inconclusive means small, poorly fitted or top-dose-only effect, or another doubt; inactive means no such curve, though single readings can be large or run the other way;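 further: 0% = wells with enzyme and -100% = buffer wells without enzyme; nearly all actives have a fitted effect of over 50% in size; many of its hits are not listed in these tables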
Target sequence (B2RXH2 1-337 limits assumed): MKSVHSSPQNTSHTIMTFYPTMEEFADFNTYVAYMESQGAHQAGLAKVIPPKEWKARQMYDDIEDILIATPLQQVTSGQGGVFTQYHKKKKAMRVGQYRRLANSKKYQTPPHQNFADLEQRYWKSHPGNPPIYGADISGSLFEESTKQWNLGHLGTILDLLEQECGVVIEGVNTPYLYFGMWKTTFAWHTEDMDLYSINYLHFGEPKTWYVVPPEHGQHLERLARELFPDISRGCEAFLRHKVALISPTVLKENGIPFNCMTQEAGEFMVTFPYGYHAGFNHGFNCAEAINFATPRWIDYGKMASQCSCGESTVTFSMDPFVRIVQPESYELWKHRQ
LMNA splice mod: changes lamin A minigene splicing in HeLa cells; HeLa LMNA splicing GFP/RFP minigene ratio, 48 h; Potency, µM (highest dose often 46.1 µM), inactives show at the top dose ratio change, negative = inhibition, usual class: inhibitors; AID 1487; actives 0.01% (n = 200,000); active means well fitted inhibition curve with a large enough effect in the signal ratio, with a control signal flat, not every such curve was filed as active; inconclusive means small, poorly fitted or top-dose-only effect, or effect the other way, or a change in a side signal; the % refers to the signal ratio; further: on the % scale 0 is the no-effect control and ±100 the full control effect
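S3 HeLa stable clones carrying a lamin A-EGFP splicing minigene plus DsRed2 were seeded at 600 cells/well in Opti-MEM with 2% FBS, pin-dosed and incubated 48 h at 37°C. Acumen cytometry (488 nm) gave the GFP/RFP total-intensity ratio.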
RECQ1 helicase: inhibitors of human RECQ1 DNA helicase; actives 0.54% (n = 240,000); Potency, µM (top dose mostly 57.3 µM), without a hit: at the highest dose activity, negative = inhibition, usual class: inhibitors; RECQ1 DNA unwinding, red fluorescence kinetic read; P46063;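 further: plate controls were vehicle for no effect and no enzyme for full effect; nearly all actives have a fitted effect of over 30% in size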
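RECQ1T1 50 nM; forked duplex (20 bp + 30-nt ss tails) 200 nM, ATP 2 mM final; pH 8.0, 2 mM MgCl2, 2.5 ug/ml poly(dI-dC); 15 min compound preincubation; discontinuous kinetic read over 2 h at RT.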
L3MBTL1 block: blocks human L3MBTL1; Q9Y468; AlphaScreen L3MBTL1–H3K9me1 peptide binding; Potency, µM (highest dose often 57.1 µM), inactives show at the top dose activity, negative = inhibition, actives largely listed as inhibitors; actives 0.66% (n = 230,000); AID 485360; further: on the % scale 0 is the no-effect control and ±100 the full control effect; nearly all actives have a fitted effect of over 60% in size
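AlphaScreen assay: L3MBTL1 (50 nM final) was preincubated 30 min at room temperature with biotinylated H3(1-15)K9me1 peptide (75 nM final), then 30 min with library compounds; streptavidin donor and nickel chelate acceptor beads (10 ug/mL final) added, 30 min dark.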
Tau ThT inhib: inhibitors of human tau fibril formation, thioflavin T binding. recombinant tau K18 P301L (four-repeat tau fragment), heparin-induced fibrillization, ThT fluorescence. Potency, µM (highest dose often 57.4 µM), without a hit: at the top dose activity, negative = inhibition, usual class: inhibitors. actives 2.1% (n = 270,000). AID 1460; further: on the % scale 0 is the no-effect control and ±100 the full control effect; nearly all actives have a fitted effect of over 55% in size
Target sequence (P10636 561-689 P618L limits assumed): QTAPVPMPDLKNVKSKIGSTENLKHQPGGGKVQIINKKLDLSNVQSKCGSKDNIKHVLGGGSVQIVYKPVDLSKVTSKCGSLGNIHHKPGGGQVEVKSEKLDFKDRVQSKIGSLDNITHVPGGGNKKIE
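K18 P301L tau (15 uM + 0.24 uM Alexa 594-tagged), heparin 20 uM, NaOAc pH 7, 6 h 37 C; ThT 30 uM, 1 h RT, ex 450/em 510 nm.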
KinaseGlo FLuc: counter-screen: inhibitors of Kinase-Glo firefly luciferase. Q27757. Kinase-Glo luciferase, ATP luminescence, 8 min. Potency, µM (titrated, usually from 38.3 µM), inactives show at the top dose activity change, negative = inhibition, usual class: inhibitors. actives 0.28% (n = 200,000). AID 1379; further: on the % scale 0 is the no-effect control and ±100 the full control effect; nearly all actives have a fitted effect of over 60% in size
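Recombinant Kinase-Glo luciferase, 10 uM ATP (linear range), luciferin; imidazole pH 7.2 / KCl / MgCl2 / Tween / BSA buffer; 8 min RT; luminescence.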
* hit, by the source's call; i = inactive; ? = inconclusive; . = no result given; [ ] = dose if it differs, or a comment. Unless noted, the call rests on the fitted dose curve; in most records, active means well fitted curve in the direction sought with a large enough effect; inconclusive means small, poorly fitted or top-dose-only effect, or another doubt; inactive means no such curve, though single readings can be large; an effect the other way counts as inactive or inconclusive. Potency means the concentration at half of the fitted maximal effect. Not all compounds are listed, so the mix of outcomes need not match the whole.

Value order: Tau ThT inhib	L3MBTL1 block	RECQ1 helicase	LMNA splice mod	ALDH1A1 block	SMN2 splice enh	KinaseGlo FLuc	KDM4E inh
#1 COc1ccc(C)cc1NC(=O)c1ccc(N(C)S(C)(=O)=O)cc1
    3.1%	-8.8%[11.4 µM]	-9.7%	2.7%	9.4%	-18.5%	-1.9%	2.0%
#2 CC(=O)c1ccc(NC2=C(N3CCOCC3)C(=O)c3ccccc3C2=O)cc1
    ?	?	i	-5.8%	?	-29.9%	-21.7%	-8.9%
#3 S=C(c1c[nH]c2ccc(Br)cc12)N1CCOCC1
    1.8%	?	-2.3%	.	-62.7%	-42.2%[inhibitor]	2.2%	2.4%
#4 O=C(Nc1ccccc1-c1ccccc1)C1CCCC1
    -1.2%	9.7%	-7.8%	.	7.9%	11.8%	2.6%	13.6%
#5 O=C(Oc1csc(=S)n1C(=O)c1ccccc1)c1ccccc1
    11.2µM*	.	-5.4%	-0.3%	3.16µM*	?	-3.8%	-34.4%
#6 C[C@H](Nc1ccc(C(F)(F)F)cc1[N+](=O)[O-])C(=O)O
    -13.2%	-5.4%	-10.3%	.	.	.	.	2.3%
#7 CCCOc1ccc(OCCSc2nnc(N)s2)cc1
    ?	.	-6.8%	?	7.4%	?	-3.3%	1.9%
#8 O=c1cc(-c2ccc(F)cc2F)[nH]c2ccc(F)cc12
    -2.6%[81.4 µM]	.	i	.	-8.6%[120 µM]	.	1.3%[39.9 µM]	.
#9 Cc1cc2c(cc1C)NC(=O)CC(C(F)(F)C(F)(F)C(F)(F)F)=N2
    11.9%	0.4%	10.0%	1.1%	3.0%	-16.2%	3.0%	-2.8%
#10 COC(=O)c1sc(NC(=O)COc2ccccc2)nc1C
    ?	.	i	12.5%	-16.3%	8.4%	0.6%	1.1%
#11 O=C(Nc1ccc2ccccc2n1)Nc1cccs1
    4.9%	3.0%	i	.	.	.	.	8.3%
#12 CCOC(=O)C1=C(CSc2nc(-c3ccccc3)ccc2C#N)OC(N)=C(C#N)C1c1ccccc1 (stereo not given)
    ?	.	22.4µM*	-2.3%	-10.6%	2.0%	-5.4%	2.1%
#13 CCOC(=O)c1ccc(-n2c(CN3CCN(CC)CC3)nc3ccc([N+](=O)[O-])cc3c2=O)cc1
    ?	.	-2.0%	?	?	-9.0%	4.3%	-15.7%
#14 S=C1NCN(Cc2cccnc2)CN1c1cccc(Cl)c1
    7.7%	0.6%	-8.1%	.	7.1%	.	.	9.1%
#15 CCOc1ccc(-c2cc(C(=O)NCCCN3CCN(CC)CC3)c3ccccc3n2)cc1
    5.1%	0.4%	-1.5%	5.4%	?	6.6%	-7.6%	?
#16 CCOC(=O)c1ccc(NC(=O)c2n[nH]c(=O)c3ccccc23)cc1
    16.2%	30.9%[activator]	i	.	11.4%	6.0%	0.1%	-7.2%
#17 CC1CN(Cc2nc3c(c(=O)[nH]c(=O)n3C)n2CCCc2ccccc2)CC(C)O1 (stereo not given)
    -2.9%	-1.9%	1.4%	1.0%	-0.8%	2.3%	2.4%	4.9%
#18 O=C(NC1CCCCC1)N1CCN(C(=O)c2ccco2)CC1
    -12.9%	.	-3.2%	5.1%	-18.2%	8.3%	-2.3%	-12.1%
#19 CCN(CC)C(=O)c1cc2c(=O)c3cc(Cl)ccc3oc2nc1C
    19.7%	-20.0%	-4.7%	.	-3.0%	10.5%	-3.6%	-6.8%
#20 O=C(Nc1ccc2ccccc2c1)c1cccc(F)c1
    -4.6%	4.1%	-2.2%	.	.	.	.	?
#21 CCOC(=O)c1cccc(NC(=O)CSc2nnc(COc3ccccc3)n2CC)c1
    ?	2.6%	?	2.9%	-4.8%	8.6%	0.6%	1.1%
#22 COc1ccc(N2CCN(c3nc(=S)n(-c4ccccc4)c(C)c3C(C)=O)CC2)cc1
    28.2µM*	.	11.8%	-5.2%	?	10.2%	4.1%	-12.7%
#23 O=C(NNc1ccc(F)cc1)c1c(F)cccc1Cl
    -1.6%	8.0%	i	.	5.9%	.	.	12.4%
#24 Cc1ccc(S(=O)(=O)NCC(=O)N(CC(=O)NC(C)(C)C)Cc2cccs2)cc1
    4.0%	.	i	0.8%	15.4%	2.4%	-0.6%	8.2%
#25 COc1ccc2nc(N3CCCC3)[nH]c2c1
    8.0%	4.5%	-6.7%	-3.1%	-3.0%	29.3%	-1.0%	5.9%
#26 CCOC(=O)N1CCC(N(CCOC)C(=O)Nc2ccc(Cl)c(Cl)c2)CC1
    -18.8%	?	i	?	-7.7%	-9.0%	-0.9%	-3.1%
#27 CCn1c(NC(=O)c2cccs2)c(-c2cccs2)c(=O)c2ccccc21
    1.0%	3.0%	i	-8.0%	5.5%	-22.7%	-0.7%	-11.3%
#28 Cc1ccc(C)c(Nc2ncccc2C(=O)NCc2cccs2)c1
    -11.9%	-12.1%	-12.0%	?	-9.5%	-29.9%	0.5%	-4.9%
#29 Cc1cc2nnc(SC(C)C#N)n2c2ccccc12 (stereo not given)
    -6.2%	-11.8%	i	-12.3%	?	4.6%	-1.3%	-6.2%
#30 CC(C)(C)c1ccc(C(=O)Nc2cccc3c(=O)[nH][nH]c(=O)c23)cc1
    6.1%	7.7%	-0.3%	12.9%	1.2%	-56.0%[inhibitor]	0.1%	?
#31 CCNc1oc(COc2cccc(C)c2)nc1C#N
    -14.8%	-9.8%	i	0.7%	-9.7%	8.9%	-0.7%	12.0%
#32 N/C(CN1CCCCC1)=N\S(=O)(=O)c1cc(Cl)cc(Cl)c1
    -3.3%	8.5%	-7.7%	2.6%[46 µM]	7.8%	.	.	8.7%
#33 COc1ccc(C2CC(C(F)(F)F)n3nc(C(=O)NCCN4CCOCC4)cc3N2)cc1 (stereo not given)
    -1.8%	5.1%	0.5%	2.9%	0.0%	-5.0%	-2.2%	2.0%
#34 COc1cc(-c2[nH]ncc2CN2CCCC2c2nonc2C)cc(OC)c1OC (stereo not given)
    -3.6%	0.9%	i	-0.5%[46 µM]	2.7%	.	-5.5%	-16.0%
#35 COc1ccc(C(C#N)N2N=C(C)CC2(C)C)cc1 (stereo not given)
    -8.3%	6.8%	-12.9%	?	?	-1.5%	0.7%	-4.2%
#36 c1coc(CNc2nc(-c3ccncc3)cs2)c1
    -8.9%	-4.6%	-0.5%	?	0.7%	16.2%	0.2%	?
#37 CCc1noc(C)c1C(=O)N1CCOCC1
    -8.8%	-0.5%	i	1.1%	10.0%	4.0%	0.2%	7.1%
#38 CCCOc1ccc(/C=N/NC(=O)C(C)Sc2ccccn2)cc1OCC (stereo not given)
    -17.9%	-4.8%	-3.6%	-8.4%	12.9%	0.7%[1.84 µM]	-1.6%	-2.4%
#39 Cc1cccc(CC(=O)Nc2cc(=O)n(C)c(=O)n2C)c1
    -5.5%	-0.3%	-13.9%	0.9%	?	-6.7%	-0.2%	-0.6%
#40 COCCn1nnnc1CN(Cc1cc2cc(OC)c(OC)cc2[nH]c1=O)C1CCCC1
    -0.5%	16.7%	-8.1%	2.8%	?	-8.4%	-0.6%	?
#41 CC(C)(C)NC(=O)C12CCC(C)(c3nc4ccccc4nc31)C2(C)C (stereo not given)
    -16.5%	.	-18.3%	17.5%	-4.1%	-3.6%	-0.7%	-2.5%
#42 Cc1ccc(NC(=O)N2CCN(C)CC2)cc1NC(=O)N1CCN(C)CC1
    -15.7%	-9.6%	-0.9%	.	.	.	.	-2.8%
#43 N#C/C(=C\c1ccco1)C(=O)Nc1ccc(S(N)(=O)=O)cc1
    -0.9%	?	i	4.2%[46 µM]	8.2%	-5.1%	-3.7%	2.8%
#44 CCCn1c(C)nc2c(NCCO)nc(C)nc21
    -3.9%	.	-8.7%	.	0.9%	-13.5%	-8.0%	4.4%
#45 COc1ccc(/C=N/NC(=O)C2C3CCCCC32C)cc1OC (stereo not given)
    -0.1%	-0.8%	i	.	-11.9%	8.0%	-2.8%	1.1%
#46 O=C1C(C2=NC(C(=O)O)C3C(=O)N(c4ccc(Cl)cc4)C(=O)C23)=C(O)c2ccccc21 (stereo not given)
    1.3%	7.7%	i	4.4%	0.9%	-2.7%	-12.4%	-2.0%
#47 C(=N/N1CCN(c2ccccc2)CC1)/c1ccncc1
    ?	-26.2%	-2.8%	9.2%[46 µM]	1.0%	.	-2.2%	0.6%
#48 Cc1ccc(S(=O)(=O)N/N=C2/CC(c3ccccc3)Oc3ccccc32)cc1[N+](=O)[O-] (stereo not given)
    ?	.	-3.2%	-14.6%	7.08µM*	-44.2%[inhibitor]	14.9%	-20.0%
#49 Nc1ccc(N=Nc2ccccc2)c2ccccc12
    7.08µM*	31.6µM*	-18.2%	.	.	.	.	-4.7%
#50 Cc1cc(C)c(C#N)c(SCC(=O)Nc2ccccc2C(N)=O)n1
    ?	15.5%	i	-10.0%	?	12.6µM*	0.9%	?
#51 N[C@H](Cc1ccccc1)C(=O)O
    3.3%	.	0.0%	.	6.8%	-6.4%	.	.
#52 CCOC(=O)C1C(=O)Nc2nc(C)nn2C1c1ccccc1 (stereo not given)
    -14.3%	-1.1%	1.5%	-1.2%	11.0%	19.4%	4.7%	-1.8%

Shown as a hit in RECQ1 helicase, among the entries above:
#	SMILES	Tau ThT inhib	L3MBTL1 block	RECQ1 helicase	ALDH1A1 block	SMN2 splice enh	KDM4E inh
12	CCOC(=O)C1=C(CSc2nc(-c3ccccc3)ccc2C#N)OC(N)=C(C#N)C1c1ccccc1 (stereo not given)	?	.	22.4µM*	-10.6%	2.0%	2.1%
